FBPA coupling cs – inhibits coupling enzyme system, counter-screen for aldolase hits. activity change, negative = inhibition, % at 58.2 µM, hits read low. 290,000 compounds, 0.67% hits. coupling enzyme system counterscreen, AmpLite Red fluorescence; in the data active = activity change below about -30%; note: % is set by controls: 0 for no effect and ±100 for the full control effect
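Counterscreen lacking aldolase: glyceraldehyde-3-phosphate coupling-enzyme reagent preincubated 10 min at RT with compound (at 57.5 uM final), then substrate/coupling system with AmpLite Red added; fluorescence read at 525/598 nm after 20 min RT.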
Menin-MLL TR inh – inhibitors of human menin-MLL interaction, mutant MLL peptide; O00255; AID 1768; Menin + Texas Red MLL mutant peptide, fluorescence polarization; 270,000 compounds, 0.23% hits; Potency, µM (titrated, usually from 61.6 µM), without a hit: at the top dose FP activity change, negative = inhibition, hits mostly inhibitors; active = well fitted inhibition curve with a large enough effect in the polarisation, with a control signal flat, not every such curve was filed as active; inconclusive = small, poorly fitted or top-dose-only effect, or effect the other way, or a change in a side signal; inactive = no such curve, though single readings can be large or run the other way; the % refers to the polarisation; note: potency is the fitted concentration of half-maximal effect; % of control where 0% means no effect; many of its hits are not listed in these tables
PKM2 activator – increases activity of human pyruvate kinase M2. purified PKM2, Kinase-Glo ATP luminescence, activation; response scale: 0% is enzyme alone, no compound. Potency, µM (highest dose often 57.5 µM), inactives show at the highest dose activation, usual class: activators. 260,000 compounds, 0.34% hits. AID 1631; note: potency is the fitted concentration of half-maximal effect; % is set by controls: 0 for no effect and ±100 for the full control effect; nearly all actives have a fitted effect of over 55% in size
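Purified hPK-M2 (>95%) run at intermediate activity with 0.1 mM ADP and 0.5 mM PEP in 50 mM imidazole pH 7.2, KCl, MgCl2; 1 h room temperature. ATP formed read by Kinase-Glo luminescence; normalized to uninhibited and no-enzyme controls.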
TRPV1 ag – human TRPV1 agonism; 320,000 compounds, 0.19% hits; TRPV1-expressing cells, Fluo-8 calcium influx, agonist mode; Q8NER1; activation, % at 8.33 µM; AID 540275; in the data active = activation above about 80%; inconclusive = between about 30% and that limit; note: 0% is about no effect
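Cells expressing TRPV1 were dye-loaded with Fluo-8 and read kinetically: 10 s baseline, 3 min after compound (agonist portion), then 2 min after EC20 capsaicin (allosteric enhancer portion). Calcium-bound dye fluorescence at 480/520 nm.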
CXXC DNA block – blocks binding of human MLL CXXC domain to DNA | 290,000 compounds, 0.037% hits | Potency, µM (titrated, usually from 115 µM), inactives show at the top dose activity change, negative = inhibition, hits mostly inhibitors | MLL-CXXC / FITC-HOXA9 DNA fluorescence polarization | Q03164 | AID 2662; active = well fitted inhibition curve with a large enough effect in the polarisation, with a control signal flat, not every such curve was filed as active; inconclusive = small, poorly fitted or top-dose-only effect, or effect the other way, or a change in a side signal; inactive = no such curve, though single readings can be large or run the other way; the % refers to the polarisation; note: potency is the fitted concentration of half-maximal effect
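Steps: dispense CXXC domain solution (7 uM) → pin compounds or unlabeled HOX-A9 DNA control → 5 min ambient → add FLSN-HOX-A9 solution (50 nM) → spin → 30 min ambient → fluorescence polarization. Tris pH 7.5/NaCl/DTT/BSA buffer.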
KCNH2 3.1 block – blocks the human KCNH2 3.1 channel isoform; 340,000 compounds, 0.95% hits; activity change, % (tested at about 1.8 µM); U2OS KCNH2 3.1, thallium flux FluxOr; stronger effect = lower value;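 active = maximum activity change below -70%; inconclusive = maximum activity change from -70% to -50%; inactive = maximum activity change above -50%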;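 note: thallium influx rate constant from kinetic fluorescence after stimulation buffer; % is set by controls: 0 for no effect and ±100 for the full control effect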
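Steps: virus added to U2OS suspension (4 h, RT, dark); medium with 10% FBS added, cells plated, 37 C overnight; FluxOr/Red40 loading buffer 45 min RT; stimulation buffer, 2 min kinetic read; rate constant normalized.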
Giardia killer – kills Giardia lamblia. 340,000 compounds, 0.15% hits. activity change, % at 7.66 µM, hits read low. Giardia lamblia trophozoite viability; in the data active = activity change below about -80%; inconclusive = between about -30% and that limit;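 note: parasites exposed to compound for two days anaerobically before the ATP read; % is set by controls: 0 for no effect and ±100 for the full control effect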
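Giardia lamblia trophozoites (100 cells/well) were incubated with compounds for 48 h at 37 deg C under anaerobic conditions. Viability was read as ATP content by one-step luminescence after 15-30 min at room temperature.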
USP2a block – USP2a (human) protease inhibition. USP2 core, Ub-CHOP2 coupled fluorogenic reporter, 485/531. Potency, µM (top dose mostly 38.3 µM), for the others: at the highest dose activity change, negative = inhibition, most hits filed as inhibitors. 330,000 compounds, 0.01% hits. O75604;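 note: potency is the fitted concentration of half-maximal effect; plate controls were DMSO wells for no effect and full inhibition by NEM control for full effect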
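Deubiquitinase activity read as fluorescence (485/531 nm) after Ub-CHOP2 cleavage activates the enterokinase reporter on its substrate; USP2 core 10nM, Ub-CHOP2 and substrate 25nM each, 30min compound preincubation then 60min RT; data normalized to NEM, curves fitted.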
B2AR arrestin – recruits beta-arrestin to the human beta2-adrenergic receptor. P07550. beta-arrestin recruitment to beta2AR, cell-based reporter. Potency, µM (highest dose often 46.1 µM), for inactives: at the top dose activation, actives largely listed as activators. 330,000 compounds, 0.02% hits. AID 492947;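 note: potency is the fitted concentration of half-maximal effect; 0% = DMSO controls and full agonism = EC100 isoproterenol or metaproterenol; nearly all actives have a fitted effect of over 65% in size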
GALK inh – inhibitors of human galactokinase; Potency, µM (doses to about 57.5 µM), for the others: at the top dose activity change, negative = inhibition, actives largely listed as inhibitors; 270,000 compounds, 0.007% hits; Purified GALK, Kinase-Glo residual ATP luminescence; P51570; AID 1868; note: potency is the fitted concentration of half-maximal effect; % is set by controls: 0 for no effect and ±100 for the full control effect
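ATP-depletion format; final 35 uM ATP, 100 uM D-galactose, 5 nM enzyme; pH 8.0 HEPES/Mg2+ buffer; 60 min RT; luminescence read 10 min after detection reagent.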
hERG WT inh – KCNH2 (human, wildtype) channel inhibition; Q12809; U2OS, BacMam KCNH2, thallium flux FluxOr; stronger effect = lower value; activity change, % at 1.84 µM; 340,000 compounds, 0.37% hits; AID 720551;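 active = maximum activity change below -70%; inconclusive = maximum activity change between -70% and -50%; inactive = maximum activity change above -50%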; note: % is set by controls: 0 for no effect and ±100 for the full control effect
Target sequence (Q12809 whole entry, looked up): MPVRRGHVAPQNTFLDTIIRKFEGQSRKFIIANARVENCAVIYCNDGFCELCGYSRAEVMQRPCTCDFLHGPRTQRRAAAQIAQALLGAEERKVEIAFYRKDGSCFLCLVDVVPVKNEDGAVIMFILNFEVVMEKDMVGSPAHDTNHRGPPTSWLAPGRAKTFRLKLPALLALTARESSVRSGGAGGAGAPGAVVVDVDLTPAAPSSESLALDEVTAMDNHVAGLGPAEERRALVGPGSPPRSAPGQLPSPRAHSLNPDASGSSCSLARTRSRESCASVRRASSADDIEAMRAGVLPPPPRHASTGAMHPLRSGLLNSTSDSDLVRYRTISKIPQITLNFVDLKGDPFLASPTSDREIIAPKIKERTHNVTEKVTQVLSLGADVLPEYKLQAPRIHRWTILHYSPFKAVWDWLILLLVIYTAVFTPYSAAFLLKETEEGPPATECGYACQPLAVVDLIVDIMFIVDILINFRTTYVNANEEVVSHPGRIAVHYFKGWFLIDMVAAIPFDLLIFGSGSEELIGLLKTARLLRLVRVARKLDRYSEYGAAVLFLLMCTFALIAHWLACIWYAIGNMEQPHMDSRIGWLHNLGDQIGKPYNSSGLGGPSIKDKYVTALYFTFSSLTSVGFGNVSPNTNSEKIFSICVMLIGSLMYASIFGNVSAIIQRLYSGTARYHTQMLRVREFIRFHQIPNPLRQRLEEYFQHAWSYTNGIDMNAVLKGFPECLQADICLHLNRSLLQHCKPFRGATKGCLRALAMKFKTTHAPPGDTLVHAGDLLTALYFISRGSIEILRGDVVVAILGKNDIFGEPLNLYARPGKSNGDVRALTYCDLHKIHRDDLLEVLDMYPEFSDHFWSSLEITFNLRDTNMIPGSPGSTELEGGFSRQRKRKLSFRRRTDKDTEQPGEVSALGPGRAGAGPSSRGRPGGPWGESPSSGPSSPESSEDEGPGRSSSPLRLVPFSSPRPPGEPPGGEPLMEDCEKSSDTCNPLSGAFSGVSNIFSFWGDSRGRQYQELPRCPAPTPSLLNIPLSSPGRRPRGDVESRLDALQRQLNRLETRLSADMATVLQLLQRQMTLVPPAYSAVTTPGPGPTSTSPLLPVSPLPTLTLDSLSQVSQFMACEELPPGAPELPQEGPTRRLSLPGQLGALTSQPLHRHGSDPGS
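U2OS cells were transduced with wild-type KCNH2 virus (2.03 x 10^8 / mL) for 4 h at room temperature, then cultured overnight at 37 C. Thallium flux was read with FluxOr dye. Rate constants were normalized to DMSO controls.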
The depositor's hits bear a star; i = inactive; ? = inconclusive; . = no result given; [ ] = dose if it differs, or a comment. Unless noted, calls come from the whole dose curve; as a rule, active = well fitted curve in the direction sought with a large enough effect; inconclusive = small, poorly fitted or top-dose-only effect, or another doubt; inactive = no such curve, though single readings can be large; an effect the other way counts as inactive or inconclusive.

SMILES	FBPA coupling cs	Menin-MLL TR inh	PKM2 activator	TRPV1 ag	CXXC DNA block	KCNH2 3.1 block	Giardia killer	USP2a block	B2AR arrestin	GALK inh	hERG WT inh
CC12CCC(C(=O)Nc3c(Cl)cccc3Cl)(C(Br)C1=O)C2(C)C (stereo unspecified)	-2	-9%	-19%	9	-1%	-8	-7	1%	-0.4%	.	-12
CCNc1nc(NC(C)C)nc(OCCOC(=O)c2ccccc2)n1	-3	-6%	?	4	4%	-6	12	-11%	-0.3%	-3%	-6
CCOc1ccc(C(=O)NCCc2cnc[nH]2)cc1	4	6%	.	-5	-2%	-9	26	0%	0.0%	.	-4
CCc1ccc(NC(=O)CSc2nnc(C3CC3)n2CC2CCCO2)cc1 (stereo unspecified)	1	-21%	1%	-1	8%	4	4	4%	-0.2%	11%	7
Cc1sc(NC(=O)/C=C/c2ccc(C(C)C)cc2)c(C#N)c1C	2	11%	0%	-4	6%	-6	-4	2%	0.1%	7%	0
CCOc1cc(S(=O)(=O)NCc2ccccn2)ccc1Cl	1	5%	5%	2	-7%	-6	17	2%	-0.4%	-3%	-11
S=C(NCCc1ccccc1)N/N=C/C1CCCCC1	-2	-10%	4%	8	5%	.	.	3%	7.9%	-2%	.
CC(C)(C)CC(=O)Nc1cccc(-c2cn3cccnc3n2)c1	0	14%	3%	6	3%	-8	-16	1%	0.5%	4%	-6
CCCCn1c(N)c(N(CCOC)C(=O)C(C)Oc2ccc(Cl)cc2)c(=O)[nH]c1=O (stereo unspecified)	.	.	.	2	.	-8	-4	-1%	-0.1%	.	-22
COc1ccc(C2CC(c3cccs3)=NN2C(=O)CSC2=NN3CCCC(=O)N=C3S2)cc1 (stereo unspecified)	-3	-3%	1%	-3	-1%	11	-20	-1%	0.4%	-1%	-4
N#CCOC(=O)c1sccc1-n1cccc1	-2	-20%	3%	-6	-2%	5	0	3%	0.5%	-4%	8
Cc1cccc(NC(=O)COn2nnc3ccc(S(C)(=O)=O)cc32)c1	3	0%	-1%	-2	0%	11	1	-5%	-0.5%	10%	4
CCOc1cccc2cc(C(=O)Oc3ccc(OC)cc3)c(=O)oc12	-5	11%	-3%	2	15%	-4	7	-2%	-0.2%	-7%	12
CCOc1ccccc1N1CCN(C(=O)Nc2cccc(Cl)c2)CC1	2	26%	5%	?	5%	0	8	-1%	-0.2%	-3%	8
CCOC(=O)C1Oc2ccccc2C(C(=O)OC)=C1C(=O)OC (stereo unspecified)	0	-6%[94.6 µM]	.	.	.	3	2	1%	-0.7%	.	3
CCOC(=O)c1ccccc1NC(=O)C1CC(=O)N(c2ccccc2)C1 (stereo unspecified)	3	-22%	-13%	-6	-9%	-8	0	5%	-0.2%	-1%	9
Cc1ccc(S(=O)(=O)N2CCCCC2)cc1C(=O)OC(C)C(=O)NC1CCCCC1C (stereo unspecified)	.	.	.	20	.	4	10	0%	0.0%	.	17
CC1CC(C)CN(C2CCCCC2NS(=O)(=O)c2ccc(Cl)cc2)C1 (stereo unspecified)	2	-29%	.	19	-19%	-11	0	3%	-0.1%	2%	-14
COc1ccc(Nc2c3c(nc4ccccc24)CCC3)c(OC)c1	3	-17%	.	2	6%	-5	-4	1%	-0.6%	-1%	8
O=C(N/C=C\c1ccccc1)NCc1ccc(Cl)cc1Cl	1	0%	-1%	6	-2%	7	5	3%	0.2%	1%	2
C=CCSc1nc2ccccc2c(=O)[nH]1	7	0%[11.7 µM]	-7%	.	-3%	5	1	0%	0.5%	2%	5
COc1ccc(S(=O)(=O)N2CCC(NC(=O)C3CCCCC3)CC2)cc1	2	.	.	0	5%	0	-9	1%	-0.6%	1%	-3
CC(CNC(=O)COc1ccc2c(c1)OCO2)c1ccccc1 (stereo unspecified)	.	.	.	23	.	-8	14	-1%	0.0%	.	-10
CCOc1cc(/C=C2\C(=N)N3N=C(S(=O)(=O)CC)SC3=NC2=O)ccc1OC(=O)c1ccco1	.	.	.	-2	?	1	8	-6%	0.1%	-20%	46
COCCOC(=O)c1c(C)oc2ccc(OS(C)(=O)=O)cc12	4	0%	4%	-5	-1%	26	11	6%	-0.2%	1%	-10
O=C(Nc1ccc(F)cc1)N1CCN(CCc2ccccc2)CC1	1	-19%	2%	?	3%	.	6	0%	-0.2%	11%	21
CC(C)(C)OC(=O)N1CC2Cc3[nH]c(=O)ccc3C(C2)C1 (stereo unspecified)	1	-17%	-3%	-2	4%	18	-9	0%	0.2%	-1%	-19
CC(Nc1nc(N2CCN(S(C)(=O)=O)CC2)nc2ccccc12)c1ccccc1 (stereo unspecified)	0	-11%	10%	0	3%	-5	-9	-2%	0.2%	0%	11
Cc1cc(S(=O)(=O)N(Cc2ccc3c(c2)OCO3)CC2CCCO2)ccc1-n1cnnn1 (stereo unspecified)	0	-6%	-1%	?	27%	-4	-25	-2%	-0.3%	0%	2
C[C@@H]1NS(=O)(=O)[C@H]2C[C@@H]3C=C[C@]2(O3)[C@H]1OC(=O)c1ccc(C(C)(C)C)cc1	.	.	.	6	.	7	-5	-1%	-0.2%	.	-6
O=C(Nc1nccs1)c1sc2cc(Cl)ccc2c1Cl	-3	?	1%	-1	-5%	-20	-17	2%	-0.3%	-5%	1
CCn1cc(C(=O)NN)c(=O)c2cc(F)c(N3CCN(C)CC3)cc21	-2	-9%	.	0	5%	3	-23	-1%	-0.6%	1%	-7
Cc1c(CC(=O)NCC(=O)N[C@H](Cc2ccccc2)C(=O)O)c(=O)oc2cc(O)ccc12	-2	4%	1%	-1	11%	-2	7	1%	-0.7%	.	-2
Cc1noc(C)c1CSCC(=O)Nc1cc(S(=O)(=O)N2CCCCC2)ccc1OC(C)C	.	.	.	6	.	-14	68[activator]	2%	0.0%	.	0
Cn1c(=NC(=O)C2CC2)sc2cccc(F)c21	1	6%	-2%	-2	-9%	5	7	2%	0.6%	3%	2
O=C(Nc1cccc([N+](=O)[O-])c1)c1cc(S(=O)(=O)N2CCOCC2)cs1	.	.	1%	20	9%	-3	13	1%	0.1%	-3%	-5
Cc1cccc(-n2ccnc2SCC(=O)Nc2ccc3c(c2)OCCO3)c1	4	-10%	-1%	?	-6%	-12	10	-1%	0.0%	1%	3
O=C(N/N=C/C=C\c1ccccc1[N+](=O)[O-])c1ccccn1	3	6%	3%	5	11%	-17	4	2%	-1.1%	-2%	-11
Cn1c(=O)cc(SCC(=O)NCc2ccc(F)cc2)c2ccccc21	0	1%	-5%	7	4%	-4	7	0%	-0.3%	11%	i
COc1ccccc1C1CC(c2ccc(F)cc2)Nc2ncnn21 (stereo unspecified)	-3	-18%	3%	1	9%	-6	-7	1%	-0.3%	-4%	-7
CCc1cc2c(NCC3CCCO3)ncnc2s1 (stereo unspecified)	-1	1%	5%	0	13%	0	17	-2%	-0.2%	6%	-2
COC(=O)c1cccc(NC(=O)Nc2ccc(Cl)c(Cl)c2)c1	0	?	0%	3	12%	-2	-5	1%	0.4%	-8%	13
O=C(c1ccc(F)cc1)c1cc2ccccc2o1	1	2%	-8%	?	1%	-2	-1	0%	-0.5%	4%	-9
Cc1cc(C)n(-c2nnc(C)n2/N=C/c2ccccc2F)n1	-5	.	-5%	-3	-1%	-2	14	-1%	0.0%	-2%	17
O=C1CCC/C(=N\NC(=O)NC2CCCCC2)C1	1	6%	-4%	-1	8%	-5	-24	10%	-0.9%	-2%	-14
CCN(CC)C(=O)C1CCCN(Cc2ccc(F)c(F)c2)C1 (stereo unspecified)	0	0%	1%	3	1%	17	-9	3%	0.0%	8%	.
O=C(CSc1nnc(-c2ccccc2)n1Cc1ccco1)Nc1ccc2c(c1)OCCO2	7	0%	6%	-4	-2%	4	-12	-3%	0.0%	6%	-8
COc1ccc(N2CCN(C(c3ccccc3)c3sc4nc(C)nn4c3O)CC2)cc1 (stereo unspecified)	2	.	6%	-3	13%	-3	-13	1%	0.1%	-3%	3
CN(CCC(=O)c1ccccc1)CCC(=O)c1ccccc1	5	3%	.	-1	181%[activator]	4	-4	1%	-0.4%	2%	3
Cc1cnc(C(=O)N2CCCC(C(=O)c3cccc(OC(C)C)c3)C2)cn1 (stereo unspecified)	1	-11%	0%	1	-3%	8	26	2%	-0.2%	11%	1
CCn1cc(C(=O)O)c(=O)c2cnc(N3CCN(C(=S)Nc4ccc(F)cc4)CC3)nc21	-1	.	2%	-3	-2%	3	-3	2%	0.2%	-2%	0

Source: PubChem (National Center for Advancing Translational Sciences (NCATS))

Only part of the results is shown; rates above refer to the full screens.
